Myeloid diff MLP – induction of myeloid progenitor differentiation, primary screen, cell-based, flow cytometry, MLPCN library. actives 1% (n = 360,000). AID 624256, 2012. calls only at 10 µM. ER-HoxA9 myeloid progenitors, lysozyme-GFP differentiation;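 active = normalized GFP-positive differentiation at or above the plate's own cutoff, the solvent-only control mean plus 3 SD; inconclusive = no clear call, values can overlap the other calls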;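 note: cells exposed to compound for four days before flow analysis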
KOR beta-arrestin-1 – KOR agonists, beta-arrestin recruitment, primary screen, cell-based, luminescence, uHTS (AID 1777); KOR beta-arrestin recruitment, luminescence; higher % means a stronger effect; one-dose activation, % at 10 µM; EC50 in µM for titrated hits; actives 0.02% (n = 280,000); in the data active = activation above about 50%, passing the limit was not always enough; note: a part of the inactive calls stands beside numbers as strong as those of hits
NOD1 NF-kB reporter – NOD1 signaling inhibitors, primary screen, cell-based, luminescence, uHTS (AID 1578) | NOD1-driven NF-kB luciferase reporter cells, luminescence; higher % means a stronger effect | actives 1% (n = 290,000) | one-dose inhibition, % at 4 µM; EC50 in µM for titrated hits; in the data active = inhibition mostly above about 36%, no sharp cut-off; inactive = mostly below about 34%;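 note: HEK-293T reporter cells stimulated with the NOD1 agonist gamma-tri-DAP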
HIV peptide binding – inhibitors of HIV fusion peptide binding, primary screen, biochemical, uHTS, fluorescence dequenching (AID 1986) | cell-free peptide binding, fluorescence dequenching, 30 min; higher % means a stronger effect | actives 0.3% (n = 290,000) | inhibition, % at 20 µM, or IC50 in µM where a hit was titrated; in the data active = inhibition mostly above about 52%, no sharp cut-off; inactive = mostly below about 76%; note: some results filed as inactive read as strong as hits
KOR beta-arrestin-2 – KOR antagonists, beta-arrestin recruitment, cell-based, luminescence, uHTS (AID 1778). Kappa-type opioid receptor (Homo sapiens). KOR beta-arrestin recruitment, luminescence, antagonist mode; higher % means a stronger effect. inhibition, % at 10 µM; hits with a dose series show IC50 in µM. actives 0.091% (n = 290,000); note: strong numbers were not always called active
NOD2 inhibition – NOD2 signaling inhibitors, cell-based, luminescence, uHTS, HEK293 (AID 1566). inhibition, % at 4 µM, or EC50 in µM where a hit was titrated. HEK293 NOD2/NF-kB luciferase reporter, luminescence; higher % means a stronger effect. actives 0.63% (n = 290,000); note: many of its hits are not listed in these tables
LYP inhibition – inhibitors of LYP phosphatase, biochemical, fluorescence intensity, uHTS (AID 1779) | Tyrosine-protein phosphatase non-receptor type 22 (Homo sapiens) | actives 0.054% (n = 290,000) | inhibition, % at 11.5 µM, or IC50 in µM where a hit was titrated | recombinant LYP phosphatase, fluorescence intensity; higher % means a stronger effect;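 note: plate controls were vehicle with enzyme for no effect and no enzyme for full effect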
PhoP inhibition – inhibitors of PhoP regulon expression, primary screen, Salmonella Typhimurium, GFP reporter (AID 1863); actives 0.16% (n = 300,000); inhibition, % at 50 µM, or IC50 in µM where a hit was titrated; S. Typhimurium PhoP-regulated promoter GFP reporter, 4 h; higher % means a stronger effect;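 active = inhibition over 29.93%, a cutoff 3 SD above the screen mean, later confirmed by dose response; inconclusive = inhibition over 29.93% but no dose response follow-up; inactive = inhibition at most 29.93% or unconfirmed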;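 note: 0% = low Mg2+ inducing control and 100% = high Mg2+ repressing control; strong numbers were not always called active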
SIAH1 antagonists – Siah-1 peptide-binding antagonists, primary screen, biochemical, fluorescence polarization, rhodamine-plectin, uHTS (AID 1817) | E3 ubiquitin-protein ligase SIAH1 (Homo sapiens) | Siah-1 / rhodamine-plectin peptide fluorescence polarization; higher % means a stronger effect | displacement, % at 20 µM, or IC50 in µM where a hit was titrated | actives 0.02% (n = 290,000);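 active = displacement of at least 50% at 20 µM, with a fluorescence ratio check between 0.3 and a set limit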;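 note: plate controls were Siah plus tracer with DMSO for no effect and tracer alone without Siah for full effect; strong numbers were not always called active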
Myeloid diff MLP GFP+ MAC1+ % – also measured in Myeloid diff MLP; calls as there; GFP+ MAC1+ double positive, %; measured here: differentiation confirmed by MAC1 staining
* marks the source's active call; other numbers are inactive results; i = inactive; ? = inconclusive; nt = no result given; [ ] = remark or other dose. Cut-off read from the data, not from the text of the source, unless noted: active = inhibition above about 50%; inactive = the rest.

SMILES	Myeloid diff MLP	Myeloid diff MLP GFP+ MAC1+ %	KOR beta-arrestin-1	NOD1 NF-kB reporter	HIV peptide binding	KOR beta-arrestin-2	NOD2 inhibition	LYP inhibition	PhoP inhibition	SIAH1 antagonists
CCCCCCN=C(C)c1c(O)n(CCCC)c(=O)[nH]c1=O	i	0.5	13%	-19%	0.1%	8%	16%	2%	7%	-4%
CCN(CC)CCOC(=O)c1cc2cc(COC)ccc2o1	i	0.6	-1.8%	10%	-3.6%	8%	10%	-8%	-12%	2%
Cc1cc(-c2ccc(C)c(S(=O)(=O)N3CCN(c4ccc([N+](=O)[O-])cc4)CC3)c2)on1	i	0.7	-2.1%	2.1µM*	0.4%	-20%	nt	-10%	12%	-2%
CC(C)CCC1(CCc2ccncc2)C(=O)NC(=O)NC1=O	i	0.9	-0.3%	-13%	-1.5%	-25%	2%	-6%	4%	-4%
COc1ccc(N=C(C)c2c(O)n(C3CCCCC3)c(=O)[nH]c2=O)c(OC)c1	i	0.7	-2.6%	-17%	-2.7%	-10%	-46%	4%	-7%	-2%
CCc1ccc(-n2c(O)c(C(C)=O)c(=O)[nH]c2=O)cc1 (tested in a mixture with another compound)	i	0.9	4.5%	6%	5.1%	20%	21%	-3%	-6%	1%
Cc1cccc(CCNCc2cc3cc(C)cc(C)c3[nH]c2=O)c1	i	0.3	7.8%	-6%	1.2%	-27%[20 µM]	11%	-6%	-6%	-1%
Cc1cc(C)c(Cn2c(C(=O)O)c(C=O)c3ccccc32)c(C)c1	i	0.2	-3.3%	-11%	6.9%	24%	6%	-2%	-8%	-3%
Fc1ccc(Cn2nnnc2C(c2ccc(F)cc2)N2CC=C(c3ccc(F)cc3)CC2)cc1 (centres undefined)	i	0.1	6.6%	-42%	-1.1%	-7%	-12%	3%	2%	2%
O=C(COc1ccc2c(-c3ccccc3)cc(=O)oc2c1)Nc1cccnc1	i	2.7	3.9%	0.75µM*	1.6%	-25%	nt	-12%	-3%	14%
Nc1ccc(S(=O)(=O)N2CC3CC(C2)c2cccc(=O)n2C3)cc1 (centres undefined)	i	0.8	-3.8%	-23%	-0.5%	6%	18%	-4%	5%	2%
Cc1ccc(N2C(=O)NC(=O)/C(=C/c3ccc(OC(=O)c4cccs4)cc3)C2=O)cc1	i	0.8	3.7%	19%	7.1%	8%	2%	0%	3%	9%
O=C(CN1C(=O)CN=C(c2ccccc2)c2ccccc21)NCc1ccco1	i	3.7	-1.5%	-27%	2.3%	-43%	-5%	-3%	-4%	-2%
COC(=O)c1c(C)n(Cc2ccco2)c2ccc(O)cc12	i	1.1	-4.6%	28%	-1.8%	-66%	-1%	-7%	-4%	-4%
O=C(c1ccc2c(c1)N(Cc1ccccc1)CCS2)N1CCC2(CC1)OCCO2	i	2.4	-4.3%	-22%	-1.8%	-8%	10%	-5%	-4%	0%
C=CCN(c1ccc(C(=O)N(CC)CC)cc1)S(C)(=O)=O	i	0.9	1.1%	-15%	1.5%	-25%	10%	1%	0%	2%
CCCCCCc1cc2cc(C(=O)OCC)c(=O)oc2cc1O	i	0.9	11%	5.8µM*	2.2%	-8%	13µM*	-3%	-12%	2%
CC(C)CC(=O)NC(Oc1ccc(Cl)cc1)C(Cl)(Cl)Cl (centres undefined)	i	0.3	1.1%	20%	-0.6%	7%	9%	-5%	6%	4%
COc1cccc(-n2c(/C=C/c3ccc(O)c(O)c3)nc3ccccc3c2=O)c1	i	1.2	nt	-30%	14%	-40%[20 µM]	22%	5%	-4%	16%
c1cncc(CNC2CCCCC2)c1	nt	nt	3.9%	-16%	-1.0%	5%	8%	-7%	5%	-6%
Cn1c(O)c(/C=C2\N=c3ccccc3=C2CCNC(=S)NC2CC2)c(=O)n(C)c1=O	i	0.4	16%	8%	0.1%	-53%	-11%	-6%	-12%	-2%
CCc1ccccc1N1C(=O)NC(=O)/C(=C\c2cc(C)n(C)c2C)C1=O	i	0.9	-2.4%	-32%	19%	14%	-2%	0%	-21%	4%
O=C1NC(=O)N(Cc2ccccc2)C(=O)/C1=C\N1CCCc2ccccc21	i	0.5	4.0%	31%	21%	9%	8%	3%	2%	-7%
CCCNC(=O)Cn1cnc2sc(C(=O)N3CCC4(CC3)OCCO4)c(C)c2c1=O	i	1.0	-1.9%	-16%	2.0%	-17%	4%	-12%	-4%	7%
CN(Cc1c[nH]c2ccccc12)C1CCCCC1	?	nt	-0.5%	28%	-1.6%	27%	21%	1%	0%	7%

Record cards (already shown).
O=C(c1ccc2c(c1)N(Cc1ccccc1)CCS2)N1CCC2(CC1)OCCO2 is listed as Myeloid diff MLP = i; Myeloid diff MLP GFP+ MAC1+ % = 2.4; KOR beta-arrestin-1 = -4.3%; NOD1 NF-kB reporter = -22%; HIV peptide binding = -1.8%; KOR beta-arrestin-2 = -8%; NOD2 inhibition = 10%; LYP inhibition = -5%; PhoP inhibition = -4%; SIAH1 antagonists = 0%
CC(C)CCC1(CCc2ccncc2)C(=O)NC(=O)NC1=O is listed as Myeloid diff MLP = i; Myeloid diff MLP GFP+ MAC1+ % = 0.9; KOR beta-arrestin-1 = -0.3%; NOD1 NF-kB reporter = -13%; HIV peptide binding = -1.5%; KOR beta-arrestin-2 = -25%; NOD2 inhibition = 2%; LYP inhibition = -6%; PhoP inhibition = 4%; SIAH1 antagonists = -4%

(next part)
SMILES	Myeloid diff MLP	Myeloid diff MLP GFP+ MAC1+ %	KOR beta-arrestin-1	NOD1 NF-kB reporter	HIV peptide binding	KOR beta-arrestin-2	NOD2 inhibition	LYP inhibition	PhoP inhibition	SIAH1 antagonists
Cc1cc(OCCCC(=O)NCc2cccs2)ccc1Cl	i	0.1	-3.7%	-18%	-1.2%	4%	-4%	-5%	-5%	5%
CC(=O)OC1(c2ccccc2)CCN(C2CCCCC2)CC1C (centres undefined)	i	1.2	5.8%	-15%	1.3%	-13%	-30%	-3%	-3%	2%
CN1C2CCC1CC(=NO)C2	i	2.8	3.0%	-35%	-1.1%	14%	11%	0%	-2%	7%
CCCCCn1c(=O)c(C(=O)NCc2ccccn2)c(O)c2ccccc21	i	0.7	9.4%	-10%	0.2%	-29%	7%	4%	5%	4%
CC(C)c1ccc(N2C(=O)NC(=O)/C(=C\C=C\c3ccco3)C2=O)cc1	nt	nt	-0.2%	79%*	135%	-5%	-23%	2%	2%	15%
CCCCC(=O)N/N=C/c1c(O)n(Cc2ccco2)c(=O)[nH]c1=O	i	0.4	-2.1%	-6%	28%	-3%	24%	-4%	3%	-12%
O=C1C2(c3ccccc3)CN3CN(C2)CC1(c1ccccc1)C3	i	9.8	24%	8%	-4.3%	-31%	-4%	-9%	2%	-3%
Cc1ccccc1NC(=O)NCCN1CC1	i	0.3	6.0%	-6%	1.2%	18%	15%	-9%	-1%	-4%
Cc1cc(/C=C2\C(=O)NC(=O)N(c3ccccc3F)C2=O)c(C)n1-c1cc(C(=O)O)cc(C(=O)O)c1	i	0.3	-0.4%	2%	36%	-33%	4%	4%	-4%	7%
CCOc1cccc(N2C(=O)/C(=C/c3ccco3)C(=O)NC2=S)c1	i	0.8	-0.8%	-13%	15%	-24%[20 µM]	6%	-8%	-2%	42%
COc1ccc(CCn2c(O)c(C=NCc3ccc4c(c3)OCO4)c(=O)[nH]c2=O)cc1OC	i	0.7	4.7%	-22%	-2.5%	11%	-1%	0%	-15%	1%
O=c1c2ccccc2nc(-c2ccccc2)n1-c1cccnc1	i	0.4	0.8%	-14%	6.4%	-23%	3%	-11%	26%	-2%
Cc1ccccc1NC1(C#N)CCCCC1	i	0.2	-1.5%	-24%	-1.9%	-5%	10%	-2%	-8%	18%
CC1CCCN(CC(=O)N2CCCc3ccccc32)C1 (centres undefined)	i	9.0	6.8%	-22%	0.6%	17%	16%	-6%	4%	4%
C=CCn1c(O)c(C(C)=Nc2ccc(NC(C)=O)cc2)c(=O)[nH]c1=O	i	0.6	4.5%	-19%	-1.5%	-9%	-9%	-9%	-7%	-2%
CCC(=O)CC(c1ccccc1)c1c(O)c2ccccc2sc1=O (centres undefined)	i	0.5	5.3%	-13%	0.6%	0%	12%	-1%	-8%	6%
CCC(=Nc1ccc2c(c1)CCC2)c1c(O)n(C2CCCCC2)c(=O)[nH]c1=O	i	2.7	6.4%	-14%	0.3%	-24%	14%	8%	-10%	2%
COc1ccccc1-n1c(-c2cccs2)nc2ccccc2c1=O	i	0.5	-3.1%	-10%	1.1%	-5%	12%	-2%	-9%	1%
O=c1c2ccccc2nc(-c2ccc(-c3ccccc3)cc2)n1-c1ccncc1	i	7.3	-1.9%	-29%	-3.5%	-2%	-26%	5%	2%	4%
CC(=O)OC1(Cc2ccccc2)CN2CCC1c1ccccc12 (centres undefined)	i	0.4	7.2%	-16%	1.3%	26%	-13%	-2%	-1%	2%
CC(=O)OC1N=C(c2ccccc2)c2cc(Br)ccc2NC1=O (centres undefined)	i	0.0	1.1%	-3%	1.3%	-39%	15%	4%	-1%	3%
N#CCCn1cc(C(=O)Nc2ccccc2Cl)c(-c2ccc(F)cc2)n1	nt	nt	-0.6%	-15%	-1.0%	9%	0%	-8%	6%	0%
CCOc1cc2c(cc1OCC)-n1cccc1C(c1ccc(OC)c(O)c1)NC2 (centres undefined)	i	0.8	2.0%	-2%	-0.9%	-8%	8%	-8%	-5%	-2%
O=C1c2ccccc2C(=O)N1Cc1nc2ccccc2c(=O)n1-c1ccccn1	i	0.9	4.0%	-2%	3.1%	-25%	-6%	0%	-13%	-3%
COc1ccc(/C=C/c2cc(-c3ccc(C)cc3)o[n+]2C)cc1	?	nt	0.7%	9.2µM*	0.5%	14%	8.3µM*	-4%	-6%	2%
Cc1cc(OCC(=O)N[C@@H](Cc2ccccc2)C(=O)O)c2c3c(c(=O)oc2c1)CCC3	i	2.9	-2.8%	0%	5.4%	13%[20 µM]	15%	-8%	-2%	-2%

Gathered by group, those above containing a COOH group (three)
SMILES	Myeloid diff MLP	Myeloid diff MLP GFP+ MAC1+ %	KOR beta-arrestin-1	NOD1 NF-kB reporter	HIV peptide binding	KOR beta-arrestin-2	NOD2 inhibition	LYP inhibition	PhoP inhibition	SIAH1 antagonists
Cc1cc(C)c(Cn2c(C(=O)O)c(C=O)c3ccccc32)c(C)c1	i	0.2	-3.3%	-11%	6.9%	24%	6%	-2%	-8%	-3%
Cc1cc(/C=C2\C(=O)NC(=O)N(c3ccccc3F)C2=O)c(C)n1-c1cc(C(=O)O)cc(C(=O)O)c1	i	0.3	-0.4%	2%	36%	-33%	4%	4%	-4%	7%
Cc1cc(OCC(=O)N[C@@H](Cc2ccccc2)C(=O)O)c2c3c(c(=O)oc2c1)CCC3	i	2.9	-2.8%	0%	5.4%	13%[20 µM]	15%	-8%	-2%	-2%

A portion of the library; rates above refer to the full screens.
